Bioassay records (PubChem BioAssay)
Fluorescein fluor: compound autofluorescence in fluorescein spectral region | Compound autofluorescence, 480/540 nm, fluorescein-equivalent; hits give high values | max fluorescein-equivalent concentration, M | 59,000 tested, 0.91% active | AID 593; in the data active means max fluorescein-equivalent concentration above about 10 nM; inconclusive means between about 1.1 nM and that limit
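Tris 100 mM pH 8.0; 15 min RT; CCD read, ex 480/em 540 nm. Output: fluorescein-equivalent concentration per compound concentration, from six-point dye series on each plate.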
Epigenetic mod: epigenetic modulators derepressing GFP locus in mouse cells | Potency, µM (doses to about 46.1 µM), without a hit: at the highest dose GFP derepression (activation) | mouse C127i GFP locus derepression, cytometry, 30 h | 68,000 tested, 0.09% active; further: % of control where 0% means no effect
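Murine C127i mammary cells carrying a silenced, stably integrated CMV-driven GFP reporter were treated with compound for 30 hours at 37 C. After PBS washes, GFP-positive cells were counted by laser-scanning microplate cytometry.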
Hsp90 Hop PPI: changes Hsp90-Hop TPR2A binding signal, up or down; Potency, µM (titrated, usually from 57 µM), for inactives: at the top dose activity change, negative = inhibition; 71,000 tested, 0.44% active; AlphaScreen TPR2A-His6 binding biotin-Hsp90 C-terminal peptide; active means well fitted curve in either direction with a large enough effect; inconclusive means small, poorly fitted or top-dose-only effect, or another doubt; further: potency means the concentration at half of the fitted maximal effect; on the % scale 0 is the no-effect control and ±100 the full control effect; many of its hits are not listed in these tables
Luciferase inh: firefly luciferase inhibition; P08659; 72,000 tested, 2.2% active; purified firefly luciferase, luminescence, 8 min; Potency, µM (highest dose often 57.1 µM), for the others: at the highest dose activity change, negative = inhibition, hits mostly inhibitors; AID 411; further: potency means the concentration at half of the fitted maximal effect; on the % scale 0 is the no-effect control and ±100 the full control effect; nearly all actives have a fitted effect of over 40% in size
Target sequence (P08659 whole entry, looked up): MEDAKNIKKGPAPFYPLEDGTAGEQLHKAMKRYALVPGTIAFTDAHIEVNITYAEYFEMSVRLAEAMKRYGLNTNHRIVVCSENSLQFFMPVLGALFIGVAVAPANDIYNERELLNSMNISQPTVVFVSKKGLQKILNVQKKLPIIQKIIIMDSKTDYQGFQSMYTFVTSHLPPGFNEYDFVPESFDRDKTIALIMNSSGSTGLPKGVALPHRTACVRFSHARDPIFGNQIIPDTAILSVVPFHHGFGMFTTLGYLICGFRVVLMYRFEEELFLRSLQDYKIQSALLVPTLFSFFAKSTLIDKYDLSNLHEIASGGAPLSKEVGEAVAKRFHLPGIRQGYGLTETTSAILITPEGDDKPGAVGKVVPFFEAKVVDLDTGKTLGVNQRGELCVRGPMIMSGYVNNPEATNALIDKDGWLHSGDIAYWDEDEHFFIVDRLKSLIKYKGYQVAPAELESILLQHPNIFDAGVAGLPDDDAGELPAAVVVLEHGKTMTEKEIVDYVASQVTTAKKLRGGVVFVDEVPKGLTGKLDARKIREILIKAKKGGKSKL
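Firefly luciferase (PKLight detection mix) with 10 uM ATP in pH 7.2 imidazole buffer (KCl, MgCl2, Tween 20, BSA). Compounds tested across a concentration series (qHTS). Luminescence read after 8 min at ambient temperature.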
HBB splicing: modulators of hemoglobin beta chain splicing. HBB splicing reporter cell assay, activation; EGFP reporter with mutant IVS2-654 intron; response scale: normalised to 500 nM splice-correcting PNA. Potency, µM (titrated, usually from 46.1 µM), for inactives: top-dose activation, actives largely listed as activators. 65,000 tested, 0.06% active. AID 925; further: potency means the concentration at half of the fitted maximal effect; 0% is about no effect
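Compounds were applied for 2 days to HeLa EGFP-654 cells, 500/well in Optimem with 2% FCS. The reporter's EGFP is disrupted by mis-splicing of beta-globin intron IVS2-654. Readout: summed well GFP fluorescence from 488 nm laser scanning; reference was 500 nM antisense […] 654 PNA.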
Texas Red fluor: compounds fluorescent in Texas Red spectral region | Compound fluorescence, Texas Red channel, 547/618 nm; hits give high values | max dye-equivalent concentration, M | 59,000 tested, 0.06% active | AID 587; in the data active means max dye-equivalent concentration above about 10 nM; inconclusive means between about 1.1 nM and that limit
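Compound fluorescence was read after 15 min at room temperature in 100 mM Tris, pH 8.0, using 547 nm excitation and 618 nm emission across a concentration series. It was expressed as Texas Red dye-equivalent concentration from an on-plate standard curve.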
A350 autofl: A350 region autofluorescence. Compound autofluorescence, 340/450 nm, Alexa 350 dye-equivalents; hits give high values. max dye-equivalent concentration, M. 59,000 tested, 11% active. AID 590; in the data active means max dye-equivalent concentration above about 10 nM; inconclusive means mostly about 1.1 nM to 9.6 nM
4MU fluor: compounds fluorescent in 4-MU spectral region; compound autofluorescence, 340/450 nm, 4-MU equivalents; hits give high values; max dye-equivalent concentration, M; 59,000 tested, 11% active; in the data active means max dye-equivalent concentration above about 10 nM; inconclusive means mostly about 1.1 nM to 9.6 nM
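Compounds in 100 mM Tris, pH 8.0, incubated 15 min at room temperature, then fluorescence read at 340 nm excitation/450 nm emission. Signal converted to 4-MU dye-equivalent concentration using an on-plate six-point 4-MU standard curve.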
CRE Fsk mod: CRE-bla signaling modulation under forskolin stimulation. CHO CRE-bla reporter (cAMP response element driving beta-lactamase), forskolin EC10, beta-lactamase ratio. Potency, µM (highest dose often 38.2 µM), without a hit: at the highest dose activity change, negative = inhibition, usual class: activators. 71,000 tested, 2.5% active. AID 662; active means well fitted activation curve with a large enough effect in the signal ratio, with a control signal flat, not every such curve was filed as active; inconclusive means small, poorly fitted or top-dose-only effect, or effect the other way, or a change in a side signal; the % refers to the signal ratio; further: potency means the concentration at half of the fitted maximal effect; % of control where 0% means no effect
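Cells were plated overnight at 37 °C, exposed to compound titrations plus EC10 NKH 477 for 3 h, then given CCF4 dye for 2 h at room temperature. Blue/green (460/530 nm) ratio was converted to %Activity and AC50 values calculated.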
ERK AVP block: inhibitors of vasopressin-stimulated ERK signaling pathway. Potency, µM (series often up to 57.5 µM), for inactives: top-dose activity, negative = inhibition, usual class: inhibitors. AID 995. 72,000 tested, 0.99% active. HEK293-V1b, vasopressin-stimulated pERK AlphaScreen; further: potency means the concentration at half of the fitted maximal effect; on the % scale 0 is the no-effect control and ±100 the full control effect; nearly all actives have a fitted effect of over 55% in size
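Phosphorylated ERK1/2 detected via AlphaScreen bead proximity in lysates of V1b-expressing HEK293 cells given 25 nM vasopressin for 5 min after 30 min compound exposure (37 °C). AC50 from Hill equation; basal DMSO 0%, vasopressin 100%.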
UbGFP stabilizer: ubiquitin-GFP accumulation via proteasome inhibition; Ubiquitin-GFP reporter cells, proteasome inhibition, GFP fluorescence; response scale: untreated = 0%, 10 µM MG-132 = 100%; Potency, µM (doses to about 45.9 µM), inactives show top-dose activation (GFP accumulation), hits mostly activators; 67,000 tested, under 10 active; active means well fitted activation curve with a large enough effect, not every such curve was filed as active; inconclusive means small, poorly fitted or top-dose-only effect, or another doubt; inactive means no such curve, though single readings can be large or run the other way; further: potency means the concentration at half of the fitted maximal effect
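Reporter cells (U2OS, ubiquitin-G76V-GFP fusion) are plated overnight, then treated 4 hr at 37 °C with compound titrations from 46 uM down to 2.9 nM. Activity is scaled against untreated cells and 10 uM MG-132.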
An asterisk follows results filed as active; i = inactive; ? = inconclusive; . = not tested or not shown; [ ] = dose if it differs, or a comment. Unless noted, the call rests on the fitted dose curve; in most records, active means well fitted curve in the direction sought with a large enough effect; inconclusive means small, poorly fitted or top-dose-only effect, or another doubt; inactive means no such curve, though single readings can be large; an effect the other way counts as inactive or inconclusive.

SMILES	Fluorescein fluor	Epigenetic mod	Hsp90 Hop PPI	Luciferase inh	HBB splicing	Texas Red fluor	A350 autofl	4MU fluor	CRE Fsk mod	ERK AVP block	UbGFP stabilizer
COc1ccc(NC(C)c2cc(Cl)ccc2O)cc1 (stereo unspecified)	?	3%	-10%	3%	0.8%	i	i	i	1%	-18%	-3%
Cc1ccc(C2NC(=O)c3ccccc3N2)s1 (stereo unspecified)	i	0%	2%	-6%	-1.0%	?	6.5e-07M*	6.2e-07M*	?	-9%	8%
O=C(c1ccccc1)c1nc2ccccc2[nH]c1=O	i	5%	1%	-4%	2.2%[1.84 µM]	?	?	?	?	3%	7%
Cn1c(=O)n(CC(=O)Nc2ccc(F)cc2)c2ccccc21	i	-3%	-1%	1%	-0.5%	?	i	i	-6%	-5%	1%
c1cncc(-c2nc(-c3cccs3)cs2)c1	i	-2%	7%	-18%	0.1%[57.5 µM]	i	?	?	-3%	?	-1%
CS(=O)(=O)N1CCC2(CCN(C(c3ccccc3)c3ccccc3)CC2)CC1	i	2%[9.22 µM]	-9%	2%[11.4 µM]	2.9%	i	i	i	-4%	8%	-4%
COc1ccc(CCNC(=O)Cn2nnc(-c3ccc(N4CCOCC4)cc3)n2)cc1OC	i	3%	-2%	?	.	?	?	?	0%	-16%	4%
CC1CCc2c(C(=O)NCCN3CCOCC3)csc2C1 (stereo unspecified)	?	0%	0%	-2%	-1.3%	i	i	i	7%	25%	10%
O=C(CSCCO)Nc1nccs1	i	-2%	-2%	-1%	-4.8%	?	i	i	0%	-1%	-4%
Cc1nc2sc(C(c3ccco3)N3CCC(Cc4ccccc4)CC3)c(O)n2n1 (stereo unspecified)	.	.	?	?	-1.0%	.	.	.	-1%	.	14%
C/C=C(\C)CN1CCN(c2ccccc2F)CC1	i	4%	0%	2%	-0.1%	i	i	i	-4%	-13%	7%
O=C(COc1cccc(-n2cnnn2)c1)NCCC1=CCCCC1	i	2%	0%	1%	-0.1%[57.5 µM]	?	i	i	8%	3%	2%
O=C(c1cnccn1)N1CCC2(CCCN(Cc3ccccc3)C2)CC1	?	0%[9.22 µM]	-3%	0%[11.4 µM]	4.1%	i	i	i	0%	-11%	-12%
O=S(=O)(NC1CCCC1)c1ccc(Br)s1	i	-2%	4%	0%	1.0%	?	i	i	9%	5%	-8%
Cc1cc(Oc2ccccc2)nc(-c2ccccc2O)n1	i	0%	?	5%	13%[0.369 µM]	i	i	i	?	107%[activator]	2%
O=S(=O)(c1ccc(Br)s1)N1CCN(c2ccccn2)CC1	i	3%	2%	1%	-1.2%	i	i	i	-13%	14%	4%
CCN(CC)C(=O)N1c2ccccc2CC(N(CC)CC)c2ccccc21 (stereo unspecified)	?	-2%	-2%	5%	5.2%[1.84 µM]	?	?	1.2e-08M*	?	-1%	4%
COc1ccc(N2CCN(c3cc(C)c4ccc(O)cc4n3)CC2)cc1	.	.	-9%	-4%	-1.4%	.	.	.	20%	.	3%
CCOc1cc(C(=O)Nc2ccccc2N2CCN(S(C)(=O)=O)CC2)cc(OCC)c1OCC	?	0%	-4%	0%	-1.2%	i	i	i	?	-29%	6%
O=C(CSc1n[nH]c(-c2ccccc2)n1)NC(=O)NCc1ccco1	i	3%	-11%	-3%	1.8%	i	i	i	?	-21%	0%
CCS(=O)(=O)N1CCCC(c2nc(-c3cccc(OC)c3)no2)C1 (stereo unspecified)	i	0%	2%	-4%	.	i	i	i	8%	52%[activator]	2%
O=C(NC1(C(F)(F)F)N=C2SCCN2C1=O)c1ccco1 (stereo unspecified)	i	-2%	-6%	1%	1.7%	i	i	i	-1%	3%	5%
Cc1cccc(NC(=O)CCN2C(=O)c3ccccc3C2=O)n1	i	0%	-1%	-2%	.	i	i	i	-1%	-9%	-3%
Cc1cc(NC(=O)CN2CCN(Cc3ccccc3)CC2)nc2c1c(=O)oc1ccccc12	.	.	-2%	0%	0.2%	.	.	.	?	.	8%
CCCCN(CCCNC(=O)C1CCN(S(=O)(=O)N2CCOCC2)CC1)c1ccccc1	i	1%	-3%	-3%	-1.6%	?	8e-07M*	7.4e-07M*	4%	-11%	9%

Next records.
SMILES	Fluorescein fluor	Epigenetic mod	Hsp90 Hop PPI	Luciferase inh	HBB splicing	Texas Red fluor	A350 autofl	4MU fluor	CRE Fsk mod	ERK AVP block	UbGFP stabilizer
COc1cc(-c2ccccc2)nc(N)n1	.	-2%	-9%[11 µM]	-12%	-3.9%[0.0738 µM]	.	.	.	?	-5%	-9%[9.17 µM]
CC1CN(C(=O)CCn2c(=O)oc3ccccc32)CC(C)O1 (stereo unspecified)	i	-4%	-1%	1%	0.8%	?	i	i	-7%	9%	-8%
CCN(CCCNC(=O)C1CCN(S(=O)(=O)N2CCOCC2)CC1)c1cccc(C)c1	i	-1%	-7%	4%	-2.2%	i	i	i	-8%	-12%	-9%
FC(F)(F)c1cc(-c2ccco2)nc(NCc2cccs2)n1	?	2%	7%	-1%	-0.6%	i	?	?	13%	19%	3%
Cn1c(C(=O)NCc2cccnc2)cc2sccc21	i	2%	-7%	-6%	.	?	i	i	7%	-4%	8%
Cc1nc2c(c(N3CCOCC3)n1)OCC(=O)N2	i	-3%[20.6 µM]	.	0%[25.5 µM]	.	?	i	i	.	.	.
O=C(Nc1ccc2c(c1)OCO2)c1ccccc1SCC(=O)N1CCCC1	?	-2%	-1%	0%	0.6%	i	?	i	-2%	-2%	2%
COc1ccc(Oc2ncc3ncc(=O)n(C4CC4)c3n2)cc1	i	0%[9.22 µM]	0%	0%[11.4 µM]	0.8%	i	i	i	-4%	-19%	-4%
O=C(Nc1ccc(N2CCN(C(=O)c3ccco3)CC2)c(Cl)c1)c1cc2ccccc2o1	i	-3%	-12%	-3%	-2.1%	i	1.6e-08M*	1.6e-08M*	?	7.9µM*	-4%
COc1ccc(Cl)cc1NC(=O)CN(C(=O)c1ccco1)C1CCCCC1	i	-3%	-1%	-1%	.	i	i	i	-9%	12%	-7%
COC(=O)CN1C(=O)C2(C(C#N)=C(N)Oc3cc(C)oc(=O)c32)c2ccccc21 (stereo unspecified)	i	6%	-2%	0%	0.4%	i	i	i	-4%	6%	7%
O=C1c2ccccc2C(=O)N1CCCC(=O)N1CCCc2ccccc21	?	-2%	-3%	-1%	-1.4%	?	i	i	-1%	-9%	2%
CCOC(=O)[C@]1(CC(=O)O)CCCC1=O	i	-2%[9.22 µM]	-3%[11 µM]	1%[11.4 µM]	-0.2%[9.22 µM]	i	i	i	-4%[7.6 µM]	8%[11.5 µM]	-1%[9.17 µM]
COc1cccc(NC(=O)c2nnn(Cc3ccc(Br)cc3F)c2N)c1	.	.	-2%[2.3 µM]	-4%	-0.9%	.	.	.	-2%	6%	-6%
CCCN(CCC)CCNC(=O)c1cc2c(C)nc3ccccc3c2o1	i	0%	3%	1%	-1.0%	i	1.8e-08M*	1.7e-08M*	?	-18%	-7%
Cn1c(CSc2nnc(SCc3ccccc3)s2)nc2ccccc21	i	4%	9%	0%	-0.9%	i	?	i	?	3%	-8%
CCS(=O)(=O)N1Cc2ccccc2CC1C(=O)N1CCN(c2cccc(C)c2C)CC1 (stereo unspecified)	?	1%	-9%	-37%	-1.4%	i	i	i	?	-8%	4%
CCN1/C(=C/C(=O)c2ccco2)Sc2ccccc21	?	2%	6%	25µM*	-1.3%	i	3e-08M*	2.1e-08M*	?	-10%	-2%
CCCCNC(=O)CSc1nc2cc3c(cc2c(=O)n1CCCN(CC)CC)OCO3	?	1%	-4%	4%	2.4%[0.369 µM]	i	?	?	3%	-17%	-5%
Cn1c(=S)c2[nH]c(SCCN3C(=O)c4ccccc4C3=O)nc2n(C)c1=O	?	3%[9.22 µM]	-4%[11 µM]	2%[11.4 µM]	1.4%[9.22 µM]	i	i	i	1%[7.6 µM]	-9%[11.5 µM]	-3%[9.17 µM]
Cc1[nH]c(=O)c(C#N)c(C)c1Br	i	2%	2%	-1%	-0.6%	i	?	i	6%	-24%	11%

Quoted at random: 4 records from the list
SMILES	Fluorescein fluor	Epigenetic mod	Hsp90 Hop PPI	Luciferase inh	HBB splicing	Texas Red fluor	A350 autofl	4MU fluor	CRE Fsk mod	ERK AVP block	UbGFP stabilizer
CCN1/C(=C/C(=O)c2ccco2)Sc2ccccc21	?	2%	6%	25µM*	-1.3%	i	3e-08M*	2.1e-08M*	?	-10%	-2%
CC1CN(C(=O)CCn2c(=O)oc3ccccc32)CC(C)O1 (stereo unspecified)	i	-4%	-1%	1%	0.8%	?	i	i	-7%	9%	-8%
O=C(Nc1ccc(N2CCN(C(=O)c3ccco3)CC2)c(Cl)c1)c1cc2ccccc2o1	i	-3%	-12%	-3%	-2.1%	i	1.6e-08M*	1.6e-08M*	?	7.9µM*	-4%
O=C1c2ccccc2C(=O)N1CCCC(=O)N1CCCc2ccccc21	?	-2%	-3%	-1%	-1.4%	?	i	i	-1%	-9%	2%

The list is partial; the hit share may differ from the screen's.
